High-throughput results (PubChem BioAssay)
SRC3 TRFRET art: flags TR-FRET format artefacts in PPARgamma SRC-3 recruitment agonist screen; TR-FRET artefact counter-screen, PPARgamma/SRC-3 format; stronger effect = higher value; TR-FRET ratio at 8 µM; 99,000 tested, 0.39% active; in the data active = TR-FRET ratio above about 2000; note: inactives centre near 1600; reference of the scale not given here
SRC1 TRFRET art: counter-screen for PPARgamma SRC-1 recruitment agonists: TR-FRET artefact; AID 1051; TR-FRET detection artefact counter-screen, emission ratio; stronger effect = higher value; TR-FRET ratio at 8 µM; 99,000 tested, 0.34% active; in the data active = TR-FRET ratio above about 2300; note: inactives centre near 1800; reference of the scale not given here
Active calls of the source: *. Some of the compounds tested, so the mix of outcomes need not match the whole.

cpd	molecule	SRC3 TRFRET art	SRC1 TRFRET art
1	CSc1ccc(/C=N/NC(=O)CNc2ccc3ccccc3c2)cc1	1713	2039
2	Cc1ccc(-c2cc(-c3n[nH]c(=S)o3)c3ccccc3n2)cc1	1989	2257
3	Cc1cc(=O)[nH]c(/N=C(\N)Nc2ccc3c(c2)OCCO3)n1	1462	1645
4	COc1ccccc1C(=O)n1nc(-c2cccnc2)nc1N	1567	1645
5	COc1ccc(NC(=S)N(CCN2CCOCC2)Cc2ccccc2F)cc1	1657	1834
6	CCOC(=O)C1(Cc2ccc(OC)cc2)CCN(C(=O)CN2CCN(CC)CC2)CC1	1666	1617
7	COc1ccc(CN2CCNC(=O)C2CC(=O)NCCCn2cccn2)c(OC)c1 (centres undefined)	1783	1758
8	COc1ccc(CC(=O)Nn2c(-c3ccccc3)nc3ccccc3c2=O)cc1	1652	2008
9	COc1ccccc1N1CCN(C(=O)COc2cccc(C)c2C)CC1	1406	1419
10	COc1ccccc1OCCCC(=O)NC(C)c1ccccc1 (centres undefined)	1286	1697
11	O=C(CN1CCN(C/C=C/c2ccccc2)CC1)NC(=O)NC1CCCCC1	1405	1476
12	Cn1nc([N+](=O)[O-])nc1Sc1ccc(Cl)cc1	1666	1954
13	O=C(NNC(=O)c1ccc(Cl)cc1Cl)Nc1ccccc1	1683	1624
14	C=CCN(C(=O)c1ccccn1)C(C(=O)NCc1ccccc1)c1ccccc1F (centres undefined)	1455	1748
15	CCc1ccc(N(C2C=CS(=O)(=O)C2)S(=O)(=O)c2ccccc2)cc1 (centres undefined)	1530	1665
16	CN(Cc1ccon1)Cc1cn(C)nc1-c1cccc(Cl)c1	1782	2026
17	Cn1cc(P(=O)(N2CCOCC2)N2CCOCC2)cc1P(=S)(N1CCOCC1)N1CCOCC1	1606	1744
18	CCC(C)NC(=O)CCn1c(-c2ccccc2)cc(C(C)=O)c1C (centres undefined)	1655	1944
19	CCOCCCNC(=O)C(NC(=O)c1ccccc1O)c1ccccc1 (centres undefined)	1456	1964
20	O=C(NC1CCCCC1)c1cc(-c2ccccn2)nc2ccccc12	1705	1933
21	O=C(CSc1nc2cc([N+](=O)[O-])ccc2n1-c1ccccc1)NCc1ccc2c(c1)OCO2	1709	1840
22	CCOC(=O)N/N=C(/C)c1ccc(N2C(=O)C3CCCCC3C2=O)cc1 (centres undefined)	1775	1649
23	COc1cc(OC)cc(-c2nn[nH]n2)c1	1507	1899
24	O=C(Nc1ccccc1)c1ccc2ccccc2n1	1819	1981
25	Cc1cc(NC(=O)CN2CCN(C/C=C/c3ccccc3)CC2)c([N+](=O)[O-])cc1C	1554	1961
26	O=C1c2ccccc2C(=O)C12OC2c1ccc(Cl)cc1 (centres undefined)	1565	1750
27	O=C1/C(=C/c2cccs2)Cc2ccccc21	1786	1947
28	CCc1ccc2oc(-c3ccc(OC)cc3)cc(=Nc3cccc(C(=O)O)c3)c2c1	1575	1831
29	O=C(c1c[nH]c2ccccc12)N1CCN(c2ccccc2)CC1	1655	1849
30	O=C(Oc1ccc([N+](=O)[O-])cc1)c1ccc(Cl)c(S(=O)(=O)N2CCCCC2)c1	1383	1653
31	C/C(=N/NC(=O)c1cccnc1)C1=C(O)CC(C)(C)CC1=O	1658	1918
32	N=C1CCCN1CC(=O)c1ccc(Br)cc1	1437	1610
33	OCCC1CN(Cc2c(F)cccc2Cl)CCN1C1CCCC1 (centres undefined)	1578	1851
34	COC(=O)c1ccc(C(=O)OC)c(NC(=S)N2CCCCC2C)c1 (centres undefined)	1435	1541
35	COc1ccccc1-n1c(-c2ccccc2)c[nH]c1=S	1518	1882
36	CC(=O)Nc1ccc(NC2=C/C(=N/S(=O)(=O)c3cccs3)c3ccccc3C2=O)cc1	1429	2088
37	COc1cc2c(c(OC)c1OC)CC(=O)N(C)CC2	1624	1901
38	CCC(C)NC(=O)CN(c1cc(Cl)cc(Cl)c1)S(C)(=O)=O (centres undefined)	1591	1671
39	O=C1c2ccccc2C(=O)N1CCc1c[nH]c2ccccc12	1391	1715
40	COC(=O)C1C/C(=N\NS(=O)(=O)c2ccc(C)cc2)c2sccc2C1 (centres undefined)	1463	1744
41	Cc1ccc(C(=O)OCC(=O)c2c[nH]c3ccccc23)cc1S(=O)(=O)N1CCCCC1	1767	1862
42	O=C(O)c1ccccc1Nc1cccc(C(F)(F)F)c1	1491	1714
43	COc1ccc(Nc2nc3ccc(C)cc3cc2C#N)c(OC)c1	1577	2031
44	CCOc1ccccc1NC(=O)CN1C(=O)C(C)SC(C)C1=O (centres undefined)	1297	1832
45	CCN(CC)C(=S)Nc1ccc2nc3n(c(=O)c2c1)CCCCC3	1562	1923
46	Cc1noc(C)c1C(=O)OCC(=O)Nc1ccc(C(N)=O)cc1	1667	1918
47	S=C(NCc1ccccc1)N1CCN(c2cccc(Cl)c2)CC1	1576	1592
48	CCOC(=O)C1(Cc2ccccc2C)CCCN(S(=O)(=O)c2cccnc2)C1 (centres undefined)	1561	1504
49	CCCOc1ccc(C(C)=O)cc1CN1CCOCC1	1377	1953
50	O=C(CNC(=S)N(Cc1ccccc1)Cc1ccccc1F)NCc1ccc(Cl)cc1	1538	1908
51	COc1ccc(NC(=S)N2CCN(Cc3ccccc3)CC2)cc1	1717	1577
52	Cc1ccc(S(=O)(=O)N2CCOCC2)cc1NC(=O)c1cccc(S(=O)(=O)N2CCCC2)c1	1592	1529
53	Oc1ccc(C2C(c3ccccc3)=NN=C(c3ccccc3F)N2O)c(O)c1 (centres undefined)	1632	2037
54	Cc1n[nH]c(C)c1CCC(=O)N/N=C/c1cccc([N+](=O)[O-])c1	1508	1707
55	O=C(COC(=O)c1n[nH]c2ccccc12)Nc1ccc([N+](=O)[O-])cc1	1481	1673
56	O=[N+]([O-])c1ccc(S(=O)(=O)NCCc2cn3ccccc3n2)cc1	1635	1995
57	O=C1NC(CCc2ccccc2)C(=O)N1CCOc1cccc(Br)c1 (centres undefined)	1427	1573
58	N#CCC(=O)c1ccccc1Oc1ccc(Cl)cc1	1643	1791
59	O=C1O/C(=C\c2ccccc2)c2ccccc21	1453	1576
60	COc1cc2cc(CN(Cc3cccs3)C(=S)Nc3ccc(C)cc3)c(=O)[nH]c2cc1OC	1629	1648

Given with each value named: 4 of the compounds above.
43: COc1ccc(Nc2nc3ccc(C)cc3cc2C#N)c(OC)c1
  SRC3 TRFRET art: 1577; SRC1 TRFRET art: 2031
57: O=C1NC(CCc2ccccc2)C(=O)N1CCOc1cccc(Br)c1 (centres undefined)
  SRC3 TRFRET art: 1427; SRC1 TRFRET art: 1573
53: Oc1ccc(C2C(c3ccccc3)=NN=C(c3ccccc3F)N2O)c(O)c1 (centres undefined)
  SRC3 TRFRET art: 1632; SRC1 TRFRET art: 2037
48: CCOC(=O)C1(Cc2ccccc2C)CCCN(S(=O)(=O)c2cccnc2)C1 (centres undefined)
  SRC3 TRFRET art: 1561; SRC1 TRFRET art: 1504

Returning to the listing, repeating the four entries before the break.
cpd	molecule	SRC3 TRFRET art	SRC1 TRFRET art
57	O=C1NC(CCc2ccccc2)C(=O)N1CCOc1cccc(Br)c1 (centres undefined)	1427	1573
58	N#CCC(=O)c1ccccc1Oc1ccc(Cl)cc1	1643	1791
59	O=C1O/C(=C\c2ccccc2)c2ccccc21	1453	1576
60	COc1cc2cc(CN(Cc3cccs3)C(=S)Nc3ccc(C)cc3)c(=O)[nH]c2cc1OC	1629	1648
61	COc1cc(/C=N/NC(=O)c2cccnc2)ccc1OCC(=O)Nc1c(C)cc(C)cc1C	1466	1706
62	CC1(C)CC(=O)C(=C2SCCCS2)C(=O)C1	1585	1826
63	COc1ccc(CNC(=O)[C@H](C)[C@@H]2C[C@@]2(C)[C@@H](NC(=O)OCc2ccccc2)c2ccccc2)cc1OC	1525	1866
64	NC(=O)c1cccnc1Sc1ccc(Cl)cc1	1326	1590
65	O=C(Nc1ccccc1)C1=C[C@H](c2csc3ccccc23)C[C@H](OCCCCO)O1	1429	1661
66	CCC(C)C(NC(=O)c1ccccc1NC(=O)c1ccco1)C(=O)NNC(=O)c1ccc(OC)cc1 (centres undefined)	1621	1664
67	CSCCNCc1cn(-c2ccc(F)cc2F)nc1-c1ccccc1C	1683	1907
68	Cc1ccc(CN2CCSc3ccc(C(=O)NCc4ccccn4)cc32)cc1	1703	1759
69	Cc1ccc(C)c(NC(=O)c2cc(-c3cccnc3)nc3ccccc23)c1	1434	1914
70	CCN(CC)S(=O)(=O)c1ccc2c(c1)nc(CCC(=O)O)n2CC	1520	2003
71	Cc1cc(C)cc(CSCC(=O)NN=C2CCCCCC2)c1	1245	1996
72	COc1ccc(C(=O)O/N=C(\N)Cc2ccc(Cl)c(Cl)c2)cc1OC	1357	1711
73	CCN(CC)S(=O)(=O)c1ccc(N2CCOCC2)c(NC(=O)c2cc(C)cc(C)c2)c1	1497	1810
74	Cn1cnnc1SCC(=O)N(Cc1ccc2c(c1)OCO2)C1(C(=O)NC2CCCCC2)CCCC1	1647	1946
75	CC(=O)Nc1nnc(-c2ccccn2)o1	1655	1886
76	COCCNC(=S)N1CCc2cc(OC)c(OC)cc2C1COc1cc(C)cc(C)c1 (centres undefined)	1610	1885
77	CCC1Oc2ccccc2N(CC(=O)NCCN2C(C)CCCC2C)C1=O (centres undefined)	1398	1566
78	Cc1cc(C)c(C(=O)/C=C/c2cccc3ccccc23)c(=O)[nH]1	1579	1861
79	Cc1cc(=O)oc2cc(OS(C)(=O)=O)ccc12	1791	1725
80	COc1cc(/C=N/NC(=O)c2ccc(N(C)S(=O)(=O)c3ccccc3)cc2)cc(OC)c1OC	1682	1877
81	Cc1ccccc1OCc1nnc(SC(C)C(=O)O)n1Cc1ccccc1 (centres undefined)	1798	1761
82	CC(C)Sc1cc(N2CCOCC2)nc(-c2ccccc2)n1	1475	1796
83	Cc1cccc(C(=O)c2cccc(C)c2)c1	1479	1518
84	Oc1cccc(/C=N/Nc2ncnc3c2ncn3Cc2ccccc2)c1	1545	2078
85	COc1ccc(CCc2nc(C)ccc2O)cc1	1585	1745
86	Cc1cc(Cl)ccc1OCC(=O)NCC(=O)N/N=C/c1ccco1	1711	1775
87	O=C(Nc1ccc(-c2noc(CCc3ccccc3)n2)cc1)c1cccnc1	1587	1974
88	CCN(C(=O)c1c(N)cnn1C)c1ccccc1	1592	1685
89	O=C(NCCN1CCOCC1)NC1(C(F)(F)F)Oc2ccc(Cl)cc2O1 (centres undefined)	1466	1727
90	Cc1noc(C)c1C1(O)CCCCCCCCCCC1	1475	1616
91	COc1cc(OC)cc(C(=O)N[C@H](C(=O)OCC(=O)NC(=O)c2cccn2C)C(C)C)c1	1627	1774
92	S=c1nc(-c2cccc(Br)c2)[nH][nH]1	1868	1793
93	CS(=O)(=O)c1ccc(Cl)c(NC(=O)Cc2c(F)cccc2Cl)c1	1588	1845
94	COCCn1c(SCC(=O)N2CCc3ccccc3C2)nc2ccccc2c1=O	1456	1661
95	CCO[C@@H]1OC(C(=O)NCc2nc3ccccc3[nH]2)=C[C@H](c2cn(C(C)=O)c3ccccc23)[C@H]1CCCO	1832	1725
96	C/C(=N\NC(=O)CSc1nnc(C)s1)c1ccc(Cl)cc1	1483	1980
97	O=S(=O)(c1ccc(Cl)c(C(F)(F)F)c1)N1CCN(CC(O)COCC2CCCO2)CC1 (centres undefined)	1490	1749
98	c1ccc2c(c1)Nc1nccnc1S2	1609	2037
99	O=C(CSc1nc2[nH]ncc2c(=O)[nH]1)N1CCCCC1	1888	2070
100	CC(=O)C1=C(O)C(=O)N(c2nccs2)C1c1ccc(F)cc1 (centres undefined)	1773	1908
101	Cc1ccccc1N1CCN(C2=NC(=O)/C(=C\c3cccs3)S2)CC1	1624	1857
102	O=C(CCSCc1ccc(Cl)cc1)NC1CCCC1	1589	1940
103	COc1ccccc1CNC(=O)CSc1cc(=O)n(C)c2ccccc12	1939	2191
104	COC(=O)c1ccccc1S(=O)(=O)N1CCC(C(=O)OCC(=O)NCC(F)(F)F)CC1	1611	1855
105	CCOc1ccc(C(=O)N[C@H](C(=O)Nc2cccc(S(=O)(=O)N3CCCCC3)c2)C(C)C)cc1	1607	1572
106	CC(C(=O)NCC1CCCO1)c1ccc([N+](=O)[O-])cc1 (centres undefined)	1522	1522
107	OCCN(Cc1ccccc1)Cc1ccccc1O	1452	1642
108	Cc1ccc(CN(Cc2ccco2)C(=S)NCC(=O)O)cc1	1617	2110
109	CN(C)CCCSc1nc2ccccc2s1	1814	1878
110	CC(C)c1ccc(NC(=O)c2cc(S(=O)(=O)NCC3COc4ccccc4O3)ccc2F)cc1 (centres undefined)	1734	1918
111	CCOC(=O)c1sc(/N=C/c2c(O)ccc3ccccc23)cc1C	1722	2154
112	CCCc1nnc(SCc2ccc(OCC)cc2)n1N	1465	1803
113	Cc1nnc(SCCOc2ccccc2)s1	1696	1738
114	Cc1nnc(NC(=O)CCn2cnc3ccccc3c2=O)s1	1567	1887
